# High-throughput results deposited in PubChem BioAssay by several laboratories.
# INS promoter inh = TRM-6 insulin promoter activity inhibition; TRM-6 cells (human fetal islet line), insulin promoter-eGFP reporter, imaging; reporter expression induced with tamoxifen; inhibition, % at 2 µM; 0.9% of 130,000 active;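 active = inhibition above the mean plus 3 SD, with well images judged a real hit on visual review, cut at about 60% in these data, passing the limit was not always enough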
# sdo1 growth = compounds rescuing growth of sdo1-depleted yeast, bone marrow failure model | 0.21% of 140,000 active | z-score at 10 µM | S. cerevisiae sdo1-depleted JHY4D growth rescue, OD600 30 h; stronger effect = higher value; pdr5 snq2 efflux-pump mutant strain | AID 817;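 active = z-score above 3 at both the 24 hr and the 30 hr optical density reads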;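 also: z-score against mean and SD of all compound wells on the same plate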
# sdo1 growth Rescue 24 h = second read-out of sdo1 growth, no call of its own (marks repeat the call); z-score; S. cerevisiae sdo1-depleted JHY4D growth rescue, OD600; measured here: growth rescue at 24 h;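 0 is the plate mean of compound wells and units are plate SD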
# * marks the source's active call; other numbers are inactive results; i = inactive; · = no result given; [ ] = dose if it differs, or a comment. This is a subset; the hit share may differ from the screen's.
canonical_smiles	INS promoter inh	sdo1 growth	sdo1 growth Rescue 24 h
CCN(CC)S(=O)(=O)c1ccc(OC)c(NC(=O)c2ccc3c(c2)OCO3)c1	-55.6	·	·
O=C1N/C(=N/N=C/c2ccccc2)SC1(c1ccccc1)c1ccccc1	·	-0.17	-0.66
O=C1c2ccccc2NC(c2cccc(F)c2)N1Cc1ccco1 (stereo not given)	-2.6	0.1	-0.79
Cc1cc(C)nc(NC(=O)c2c(-c3ccccc3Cl)noc2C)c1	-75.0	-1.37	-0.82
CC/C(=N/Nc1ccccc1Cl)c1cnnc(-c2ccccc2)n1	50.0	-0.4	1.71
COc1ccc(NC(=S)NCCSc2ccc(Cl)cc2)c(OC)c1	8.7	-1.54	-1.56
CCn1c2ccccc2c2nnc(SCC(=O)NC(CC(C)C)C(=O)OC)nc21 (stereo not given)	16.7	-0.5	-0.23
O=C(CSc1nc2ccccc2[nH]1)N=Nc1c(O)[nH]c2ccccc12	35.3	0.97	0.24
C=C(Cl)COC(=O)[C@H]1C2C=CC(C2)C1C(=O)O (stereo not given in full)	53.1	0.9	0.45
Cc1nn(C)c(C)c1N=Cc1c(O)ccc2ccccc12	·	0.09	-0.28
CCOC(=O)N1CCC(N2Cc3cccc(C(=O)Nc4ccc(CC)cc4)c3C2=O)CC1	6.7	-1.54	-0.2
S=C(Nc1ccccc1)Nc1cc(Cl)ccc1Oc1ccccc1	35.7	-2.24	-2.33

# The listing continues.
canonical_smiles	INS promoter inh	sdo1 growth	sdo1 growth Rescue 24 h
O=C(Cc1ccccc1)N1CCCC(c2nc(-c3cccs3)no2)C1 (stereo not given)	-25.3	0.11	0.76
COc1ccc(OCC(=O)NC(=S)N2CCCc3ccccc32)cc1	-7.1	-0.97	-0.46
O=C(NCC(=O)N(Cc1cccs1)C(C(=O)NC1CCCCC1)c1cccnc1)c1ccco1 (stereo not given)	-123.1	0.76	0.53
Cc1cc2cc(C)c3nnc(SCC(=O)N4CCN(C(=O)c5ccco5)CC4)n3c2cc1C	-12.0	·	·
COC(=O)Nc1ncc(CN2CCc3ccccc3C2)s1	22.9	0.43	0.53
CCc1nnc(NC(=O)CSc2nc3cc4c(cc3cc2CC)OCCO4)s1	-10.7	-1.39	-0.5
CCOC(=O)c1c(C)n(C)c2ccc(OC)c(NC(=O)CN3CCSCC3)c12	-100.0	0.23	-0.54
O=C(OCC(=O)N1CCc2ccccc21)c1ccc[n+]([O-])c1	10.0	0.3	-0.49
O=C(Cc1ccccc1)NCc1cccnc1	-15.0	·	·
Cc1ccccc1NC(=O)C1c2cccc[n+]2CC(=O)N1Cc1ccc2c(c1)OCO2 (stereo not given)	21.4	·	·
O=C(Cc1ccccc1)NN1C(=O)C2C3C=CC([C@@H]2C1=O)C31CC1 (stereo not given in full)	·	0.08	-0.18
Cc1ccc(CNC(=O)c2ccc3c(=O)[nH]c4c(C(=O)NCC5CCCO5)sc(=S)n4c3c2)cc1 (stereo not given)	25.0	·	·

# The list goes on; the last three above are carried over.
canonical_smiles	INS promoter inh	sdo1 growth	sdo1 growth Rescue 24 h
Cc1ccccc1NC(=O)C1c2cccc[n+]2CC(=O)N1Cc1ccc2c(c1)OCO2 (stereo not given)	21.4	·	·
O=C(Cc1ccccc1)NN1C(=O)C2C3C=CC([C@@H]2C1=O)C31CC1 (stereo not given in full)	·	0.08	-0.18
Cc1ccc(CNC(=O)c2ccc3c(=O)[nH]c4c(C(=O)NCC5CCCO5)sc(=S)n4c3c2)cc1 (stereo not given)	25.0	·	·
COc1ccc(C2C=C(c3ccccc3)Nc3nnnn32)cc1 (stereo not given)	·	-0.41	-0.55
COc1ccc(NC(=O)Nc2cccc3cccnc23)cc1	·	-0.19	0.71
O=C(Cc1ccccc1)Nc1cccnc1	38.5	·	·
COc1ccc(C(=O)C2CCCN(Cc3ccc(C#CCCO)cc3)C2)cc1F (stereo not given)	8.3	·	·
Cc1cc(C)n(CNc2nc(C(F)(F)F)cs2)n1	·	0.49	0.14
CCOC(=O)/C(C#N)=C\c1ccc(OCC(=O)Nc2ccc(C)cc2C)c(OC)c1	-8.3	-0.64	0.09
Cc1cc(NC(=O)Nc2cccs2)no1	29.9	0.11	0.12
C=CCn1c(=NC(=O)c2cc(Cl)sc2Cl)sc2cc(S(N)(=O)=O)ccc21	-61.5	-2.08	-1.26
COc1ccc(CNC(=O)COC(=O)c2cc(-c3ccc(Cl)s3)nc3ccccc23)cc1	-34.5	0.02	2.7
CCN(CC)C(=O)CSc1nc2ncc(Br)cc2[nH]1	-43.8	0.94	0.12
CCOc1ccc(N2CC(C(=O)OC)CC2=O)cc1 (stereo not given)	-180.0	0.14	-0.44
COC(=O)Cc1c(C)nc2nc[nH]n2c1=O	-48.7	1.77	2.43

# Additional compounds follow.
canonical_smiles	INS promoter inh	sdo1 growth	sdo1 growth Rescue 24 h
CCn1c(-c2ccc(-c3ccccc3)cc2)c[nH]c1=S	-35.7	-1.15	-0.2
O=C(NCc1ccc2c(c1)OCO2)c1nnc(Cc2ccc(F)cc2)o1	-25.0	1.28	0.79
Cc1ccc(S(=O)(=O)Nc2ccccc2CNc2c(C)n(C)n(-c3ccccc3)c2=O)cc1	·	-0.72	-1.44
COc1ccc(C(=O)c2oc3nc(C)cc(C)c3c2N)cc1	·	-0.47	-0.18
O=C(CN1C(=O)C2CC=CCC2C1=O)Nc1nc2ccccc2s1 (stereo not given)	35.3	·	·
O=C(O)CCCCCn1c(SCC(=O)c2ccc(O)c(O)c2)nc2ccsc2c1=O	-35.7	0.22	0.29
CCn1ncc(CNC(=O)CCCSc2nc(-c3ccco3)cc(C(F)(F)F)n2)c1C	-83.3	-0.6	-0.76
CCCCNc1nc(-c2ccccc2)nc(-n2ccnc2)n1	12.9	0.04	0.99
COc1cccc(CNn2cnnc2)c1OCc1ccccc1F	·	1.03	0.94
Cc1cccc(N2C(=O)CSC23CCCCC3)c1	-20.0	·	·
COc1ccc(C(=O)CSc2nnc(-c3cccnc3)n2Cc2ccco2)cc1	·	-0.09	-0.2
Cc1cccnc1NC(=O)c1cc2ccccc2oc1=O	0.0	·	·

# The results go on.
canonical_smiles	INS promoter inh	sdo1 growth	sdo1 growth Rescue 24 h
Cn1c2c(c(=O)n(C)c1=O)C(c1cccc(Br)c1)C1C(=O)c3ccccc3C1=N2 (stereo not given)	-36.8	·	·
CCOc1ccc(CN(CCO)CCO)cc1[N+](=O)[O-]	6.5	0.93	0.59
O=C(C(=O)N1CCCc2ccccc21)c1c[nH]c2ccccc12	-212.5	0.14	0.45
COC1CCCCC1Nc1cccc(SC)c1 (stereo not given)	18.5	0.4	-0.04
CC(CCc1ccccc1)NC(=O)C1CCN(S(=O)(=O)N2CCOCC2)CC1 (stereo not given)	-105.6	-0.04	0.21
COc1ccc(-c2noc(CN3CCCCC3)n2)cc1OC	22.9	0.65	0.11
Cc1[nH]ccc(=O)c1OCc1ccccc1	-29.2	0.46	0.09
O=C(c1cccs1)N1CCC(c2nc3c(nnn3Cc3ccccc3)c(=O)[nH]2)CC1	-9.1	-0.53	-0.88
CCOC(=O)c1nc(S(C)(=O)=O)ncc1Cl	·	0.47	0.57
COc1ccc(C2C(C#N)=C(N)Oc3c2sc2nc(C)cc(C)c32)cc1 (stereo not given)	-4.3	-0.52	0.28
CN(C)CCCN(Cc1ccccc1)C(=S)Nc1ccc(OC(F)F)cc1	·	0.53	0.37
COc1ccc(NC(=O)CCC(=O)c2cccs2)cc1S(=O)(=O)Nc1ccccc1Cl	-10.0	0.87	0.44

# Remaining list, next part:
canonical_smiles	INS promoter inh	sdo1 growth	sdo1 growth Rescue 24 h
NS(=O)(=O)c1ccc(CCNC(=O)c2ccc(S(=O)(=O)N3CCCCC3)cc2)cc1	·	2.1	0.9
O=C1/C(=C/c2ccco2)Cc2ccccc21	16.7	0.62	0.03
CC(C(=O)NC1CCCCCC1)N(c1ccccc1)S(C)(=O)=O (stereo not given)	-15.2	-0.14	-0.46
CN1CCN(C2=C(Cl)C(=O)C(c3cnc(N4CCCCC4)s3)=C(Cl)C2=O)CC1	26.3	-2.73	-2.55
COc1cc(NC(=O)C(C)Oc2ccccc2)cc(OC)c1 (stereo not given)	19.3	-0.12	-0.74
CCc1nnc(NC(=O)CSc2ccc(-c3nc4ccccc4[nH]3)cn2)s1	·	0.53	0.65
COc1ccc(CC(=O)OCC(=O)NC(=O)NC2CCCCC2)cc1	41.7	-0.93	-1.35
CC1(C)Cc2c(c(-c3ccccc3)nc(N3CCOCC3)c2C(N)=O)CO1	-31.0	2.19	3.12
CC(C)/C=C1\CC/C(=C\c2cccnc2)C1=O	-50.0	·	·
COc1ccc(CNC(=S)N/N=C/c2ccncc2)cc1	13.9	0.24	0.42
COc1ccc(-c2[nH]ncc2/C=N\NS(=O)(=O)c2ccccc2)cc1OC	1.4	1.97	1.23
COc1ccc(Nc2nc(-c3ccccc3)nc3ccccc23)c(OC)c1	-19.1	·	·

# Next part
structure	INS promoter inh	sdo1 growth	sdo1 growth Rescue 24 h
CCOC(=O)C1CCN(C(=O)CCN2C(=O)C3C4C=CC(C4)C3C2=O)CC1 (stereo not given)	-28.1	2.38	1.89
COc1ccccc1-c1nnc(NC(=O)CSc2nncn2C)s1	-15.8	·	·
COc1ccccc1N1CC(C(=O)OC(C)C(=O)N2CCCc3ccccc32)CC1=O (stereo not given)	·	-0.4	-0.28
CCS(=O)(=O)NCCc1ccc(OC)c(OC)c1	1.3	0.97	-0.28
Cc1oc(-c2ccccc2)[n+]([O-])c1C	·	1.96	2.51
O=C(CCNS(=O)(=O)c1c(Cl)cccc1Cl)OCC(=O)c1ccccc1F	·	-0.82	-0.88
C/C=C/C(=O)OCC(=O)Nc1ccc(F)cc1Cl	63.2	0.16	-0.12
CSc1nc(=S)n(Cc2ccccc2)c(C)c1C(C)=O	11.1	-0.49	-1.05
CCS(=O)(=O)N1CCC(C(=O)NCc2ccccn2)CC1	0.0	0.66	-0.02
CC1CC(=S)Nc2ccccc2S1 (stereo not given)	-72.2	0.19	-0.42
CCOc1c(Cl)cc(CNCC(C)C)cc1Cl	-13.3	1.94	3.41
O=C(Cc1ncc(C(F)(F)F)cc1Cl)NCCc1ccccc1	-9.1	·	·
Cc1cc(C)c2c(c1)-c1cc(C)nn1C(c1ccc3c(c1)OCO3)N2 (stereo not given)	·	-1.37	-0.87
O=C(CSc1ccc2nnc(-c3ccncc3)n2n1)Nc1ccc2c(c1)OCO2	·	-0.14	-0.9
CC(C)c1ccc(C(=O)NC(=S)NCc2cccnc2)cc1	4.8	0.1	0.81

# (further entries)
structure	INS promoter inh	sdo1 growth	sdo1 growth Rescue 24 h
Cc1nc2cc(-c3ccccc3)sc2c(=O)n1N	27.8	·	·
O=C1NCCN1Cc1ccc(F)cc1	i	0.87	0.45
Cc1ccc(S(=O)(=O)NC(CC(=O)N2CCc3ccccc32)c2ccco2)cc1 (stereo not given)	·	-1.25	-0.67
O=C(COC(=O)C1CC1)NCc1ccccc1Cl	-67.6	1.06	0.61
CCCC(=O)Nc1ccc(NC(=O)c2ccccn2)cn1	21.4	0.19	-0.01
CCc1nnc(NC(=O)c2nc3nccc(C)n3n2)s1	19.4	2.1	1.91
Cc1ccc(-n2nc(C(=O)O)cc2-c2ccccc2)cc1	31.2	0.52	-0.06
C=CCCC(=O)Nc1nc(C)c(-c2csc(Nc3cccc(OC)c3)n2)s1	-35.6	-1.98	-1.21
Cc1ccc(-n2ncc3c(SCc4ccccn4)ncnc32)c(C)c1	42.9	·	·
CCCCC(=O)NC(=S)Nc1cc(C(=O)O)ccc1OC	10.0	·	·
O=C1Nc2ccccc2C(O)(C(=O)NC2CC2)N1c1ccc(Cl)c(Cl)c1 (stereo not given)	-23.1	-0.08	-0.39
O=C(NNC(=O)C1CC1c1ccccc1)Nc1cccc(Cl)c1 (stereo not given)	·	1.05	0.65
N#CC(C(=O)NC1CCCCC1)c1nc2ccccc2nc1N1CCN(c2ccccc2F)CC1 (stereo not given)	·	0.48[4.5 µM]	0.1
O=C(COc1ccccc1)Nc1ccccc1NS(=O)(=O)c1cccs1	21.4	-0.2	0.27
CC(NC(=O)C1(c2cccs2)CCOCC1)c1ccccc1 (stereo not given)	30.2	0.55	-0.25

# (continued)
structure	INS promoter inh	sdo1 growth	sdo1 growth Rescue 24 h
Cc1nc2cc(-c3sccc3-n3cccc3)nn2c(C)c1C	14.0	-1.99	-1.1
CCOC(=O)c1cnn(-c2sc(C(=O)OCC)c(C)c2C(=O)OCC)c1N	-8.3	·	·
COc1cc(OC)cc(C(=O)N[C@H](C(=O)OCC(=O)c2ccc3c(c2)NC(=O)CO3)C(C)C)c1	-11.4	-0.19	-0.23
C=CCOc1c2ccc(C(=O)NCc3ccccc3OC)cc2nn1C	19.4	-0.23	-0.93
O=C(NC(=S)Nn1cnc2c(cnn2-c2ccccc2)c1=O)c1ccc(Oc2ccccc2)cc1	21.6	1.82	2.18

# Some of the entries so far, with the structure last:
INS promoter inh	sdo1 growth	sdo1 growth Rescue 24 h	mol
-8.3	·	·	CCOC(=O)c1cnn(-c2sc(C(=O)OCC)c(C)c2C(=O)OCC)c1N
21.6	1.82	2.18	O=C(NC(=S)Nn1cnc2c(cnn2-c2ccccc2)c1=O)c1ccc(Oc2ccccc2)cc1
-11.4	-0.19	-0.23	COc1cc(OC)cc(C(=O)N[C@H](C(=O)OCC(=O)c2ccc3c(c2)NC(=O)CO3)C(C)C)c1
19.4	-0.23	-0.93	C=CCOc1c2ccc(C(=O)NCc3ccccc3OC)cc2nn1C
14.0	-1.99	-1.1	Cc1nc2cc(-c3sccc3-n3cccc3)nn2c(C)c1C
